High-throughput results (PubChem)
STK33 inh – human STK33 kinase inhibition; purified STK33, MBP phosphorylation, ADP-Glo luminescence; inhibition, % at 10 µM; hit rate 0.073% among 320,000;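 active means inhibition at or above 25%, using the most active replicate where run in duplicate; inactive means inhibition below 25%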
Target sequence (Q9BYT3 whole entry, looked up): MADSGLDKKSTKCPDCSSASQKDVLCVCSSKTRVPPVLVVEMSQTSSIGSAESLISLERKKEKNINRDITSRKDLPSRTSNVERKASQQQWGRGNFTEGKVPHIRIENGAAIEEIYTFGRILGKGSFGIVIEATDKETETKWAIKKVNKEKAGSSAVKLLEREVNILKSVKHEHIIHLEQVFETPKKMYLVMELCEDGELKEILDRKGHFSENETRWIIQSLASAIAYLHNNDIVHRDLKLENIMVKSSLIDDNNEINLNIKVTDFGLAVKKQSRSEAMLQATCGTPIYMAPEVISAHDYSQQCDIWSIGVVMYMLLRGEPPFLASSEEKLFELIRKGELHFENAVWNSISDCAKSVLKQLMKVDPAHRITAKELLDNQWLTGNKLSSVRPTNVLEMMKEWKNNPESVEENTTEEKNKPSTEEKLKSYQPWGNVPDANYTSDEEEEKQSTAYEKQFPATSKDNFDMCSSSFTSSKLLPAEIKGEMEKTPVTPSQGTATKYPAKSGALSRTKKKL
Kir21 block – Kir2.1 (mouse) channel inhibition; P35561; HEK293-Kir2.1, FluxOR thallium flux fluorescence; stronger effect = lower value; B-score at 10 µM; hit rate 0.85% among 310,000; AID 1672;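 active means fluorescence ratio B-score at or below minus 3 SD of library scores, with starting-brightness B-score within 2 SD, cut at about -4.2 in these data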;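 further: channel flux triggered by added potassium and thallium sulfate stimulus; B-score of peak minus minimum fluorescence over baseline after thallium stimulus; more negative B-score means stronger Kir2.1 block with less thallium influx; some compounds called inactive have numbers as strong as hits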
Target sequence (P35561 whole entry, looked up): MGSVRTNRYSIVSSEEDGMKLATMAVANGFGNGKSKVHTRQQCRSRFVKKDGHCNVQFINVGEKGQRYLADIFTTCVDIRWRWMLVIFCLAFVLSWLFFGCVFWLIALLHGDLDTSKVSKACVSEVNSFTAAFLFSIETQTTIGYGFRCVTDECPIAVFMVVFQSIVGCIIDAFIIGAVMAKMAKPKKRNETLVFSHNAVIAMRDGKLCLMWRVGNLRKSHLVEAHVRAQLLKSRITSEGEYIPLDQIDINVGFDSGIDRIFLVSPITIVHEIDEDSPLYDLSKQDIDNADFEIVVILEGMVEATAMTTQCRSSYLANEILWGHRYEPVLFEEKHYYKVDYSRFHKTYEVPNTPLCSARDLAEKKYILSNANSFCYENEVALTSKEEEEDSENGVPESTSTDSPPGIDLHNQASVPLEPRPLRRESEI
Starred values were filed as active, the others as inactive; / = not tested or not shown. This is a random part of the collection. Share with any hit: about 0.84%.

mol | STK33 inh | Kir21 block
Cc1nnc(SCC2=C(C(=O)O)N3C(=O)C(NC(=O)Cn4nc(C(F)F)c(Cl)c4C)C3SC2)s1 (stereo not given) | -1.6 | -0.07
Cc1cc(C)c(C)c(S(=O)(=O)NCc2ccco2)c1C | 0.6 | -7.7*
CC(NC(=O)CSc1nnc(COc2ccccc2)o1)c1ccccc1 (stereo not given) | -2.2 | -0.03
Cc1cccc(C)c1NC(=O)CN1C(=O)NC(C)(C2CC2)C1=O (stereo not given) | 0.3 | /
Cc1ccc(C)c(OCC(=O)NCC(c2ccco2)N2CCCCC2)c1 (stereo not given) | -2.2 | -0.66
CCOC(=O)c1sc(NC(=O)c2ccco2)nc1-c1ccccc1 | -2.6 | 1.8
COc1ccc(OC)c(C(=O)COC(=O)c2cccnc2Cl)c1 | -0.2 | 0.99
Cc1ncoc1C(=O)N1CCCC(CCC(=O)NCc2ccccc2F)C1 (stereo not given) | -2.3 | 1.5
CC(C)(C)OC(=O)C[C@@H]1C/C=C\C[C@@H](CC(=O)N[C@H](CO)Cc2ccccc2)C(=O)N2CCC[C@@H]2COC1=O | 0.0 | /
CN(CC1CCOCC1)C(=O)CC1C(=O)NCCN1Cc1ccc(F)c(F)c1 (stereo not given) | -0.8 | 0.33
O=C(Nc1nnc(Cc2ccccc2)s1)c1ccccc1 | -1.4 | 0.25
COc1ccc(/C=N/OCC(=O)Nn2c(C)nc3ccccc3c2=O)cc1 | -3.9 | 3.1
CN1CCN(S(=O)(=O)c2ccc3[nH]cc(C(=O)O)c(=O)c3c2)CC1 | -0.8 | 0.8
CCOc1ccc(N=Nc2c(=O)[nH]n3c(C)cc(C)nc23)cc1 | 1.7 | 1.7
COc1ccc(CN2CCC(n3nccc3NC(=O)c3ccc4c(c3)OCO4)CC2)cc1C | 2.2 | -2.9
CCCCN(C(=O)Cn1nnc2ccccc21)C(C(=O)NCCOC)c1ccc(OC)cc1 (stereo not given) | -0.8 | 0.19
Clc1ccc(/C=N/Nc2ccccn2)cc1 | -2.2 | 0.89
O=C(O)c1ccccc1S(=O)(=O)NCC(O)COC1CCCCC1 (stereo not given) | -0.6 | -2.8
CCOC(=O)C1CCCN(C(=O)c2cc3ccc(OC)cc3[nH]2)C1 (stereo not given) | -1.3 | 0.43
COc1cc(OC)cc(C(=O)NC2=NCCS2)c1 | -0.4 | 0.38
Cc1ccccc1NC(=O)c1ccc2snnc2c1 | -0.8 | 2.4
Cc1ccc2nc(C)c(C(=O)N/N=C/c3cccc([N+](=O)[O-])c3)cc2c1 | -1.2 | -1.4
CC(C)(C)C(=O)NC(c1ccccc1)c1c(O)ccc2ccccc12 (stereo not given) | -1.4 | 0.52
COc1ccc(-c2nc(CS(=O)(=O)CC(=O)NCc3cccc(F)c3)c(C)o2)cc1 | -0.1 | 1.7
Cc1ccc(NC(=O)CN(C)S(=O)(=O)c2cccs2)cc1C | 0.3 | 0.31
CC1CCc2c(C(=O)NCCN3CCOCC3)csc2C1 (stereo not given) | -0.8 | -0.69
COc1ccc(-c2c(C(F)(F)F)oc3c(CN4CCN(C)CC4)c(O)ccc3c2=O)cc1 | -1.3 | -1.9
CCCn1c2ccccc2c2nnc(SCC(=O)OCC)nc21 | 0.2 | 1.1
CC(C)c1ccc(NC2CCCN(C(=O)CCN3CCCC3=O)C2)cc1 (stereo not given) | -1.5 | 0.09
FC(F)(F)c1nc2nncn2c2c1CCCCC2 | -1.0 | -0.38
O=C(Nc1c(C(=O)N2CCN(c3ccccn3)CC2)oc2ccccc12)c1ccc([N+](=O)[O-])cc1 | -0.5 | 1.1
COc1ccccc1N1CCN(c2cc(=O)n(-c3ccc(Br)cc3)c(=O)[nH]2)CC1 | -0.3 | /
Oc1ccc(Nc2nc(-c3ccccc3F)nc3ccccc23)cc1 | 3.5 | 0.8
CCOc1ccc(NC(=O)Nc2cccc(C(=O)O)c2)cc1 | -1.1 | -1
COc1cc(OC)cc(C(=O)OCc2cc3ccccc3[nH]c2=O)c1 | 0.0 | -0.41
CCCC(=O)Nc1ccc(NC(=O)C23CC4CC(CC(C4)C2)C3)cn1 | -0.4 | 0.14
O=C(CCSCc1ccc(Cl)cc1)NCc1cccnc1 | -0.2 | 0.64
C=CCN(c1ccccc1)S(=O)(=O)c1ccc2c(c1)N(C(C)=O)CCO2 | 0.1 | -2.9
CCCCNc1c(-c2ccc(OC)c(SC3CCCCC3)c2)nc2cnccn12 | -1.5 | 0.01
CC(=O)Nc1ccc(NC(=O)CCCn2cnc3ccccc3c2=O)cc1 | -0.8 | 2.4
CN(C)c1ccc(/C=N/NC(=O)CCCO)cc1 | -0.2 | 1.6
CC1CCN(C2CC(=O)N(c3ccc(Br)cc3Br)C2=O)CC1 (stereo not given) | -1.0 | 0.47
Fc1ccc(CSc2nnc3ccc(-c4ccncc4)nn23)cc1 | -1.6 | -0.22
CC1CN/C(=C\C(=O)c2ccc(Br)cc2)C(=O)N1 (stereo not given) | -1.4 | 0.31
O=C(O)c1ccc(Cl)c(N2C(=O)Nc3ccccc3N2O)c1 | -0.1 | 1.8
Nc1nc(=S)[nH]c2c1C1(CCCCC1)Cc1ccccc1-2 | -1.3 | 1.4
Cc1ccc2cc(CN(CC3CCCO3)C(=S)NCc3ccco3)c(=O)[nH]c2c1C (stereo not given) | / | 0.16
Cc1ccc(S(=O)(=O)NCC(=O)N(CCc2ccccc2)CC(=O)NCc2ccco2)cc1 | / | -1.2
N/C(=N\OC(=O)c1cccc(Br)c1)c1ccccn1 | -0.1 | -1.4
O=C1NC(=O)/C(=C/c2cc3c(cc2Br)OCO3)S1 | 0.9 | 1.1
COCCCNC(=O)c1c(NC(=O)C2COc3ccccc3O2)sc2c1CCCC2 (stereo not given) | 0.0 | -0.86
Cc1[nH]c(SCC(=O)Nc2cc(S(C)(=O)=O)ccc2Cl)nc1Cc1ccccc1 | 0.1 | /
O=C(COc1ccccc1Cl)NCc1ccccc1 | -1.6 | 0.63
CCCn1c(CC)nc([N+](=O)[O-])c1S(=O)(=O)c1ccccc1 | 1.5 | -0.74
CC(C)(C)OC(=O)NCCCCCc1nnc(SCc2ccc(F)cc2)o1 | -1.7 | -2.4
CCCCOP(=O)(OCCCC)C(Nc1ccccc1)c1ccc2c(c1)OCO2 (stereo not given) | -0.4 | -2.5
CC(Oc1ccccc1)C(=O)NNC(=O)c1cccs1 (stereo not given) | -3.3 | -0.1
CCN(CC)C(=S)Nc1ccc2nc3n(c(=O)c2c1)CCCCC3 | 0.7 | 0.37
Cc1cc(NC(=O)c2ccc(Cl)c([N+](=O)[O-])c2)no1 | -1.4 | 1.5
CN(C(=O)COc1ccccc1)C1CCS(=O)(=O)C1 (stereo not given) | -0.4 | 2.6

Later entries
mol | STK33 inh | Kir21 block
CCC(c1nnc(SCC(=O)N2CC(=O)Nc3ccccc32)n1Cc1ccccc1)N(C)C (stereo not given) | 0.0 | -0.05
Nn1c(C2COc3ccccc3O2)n[nH]c1=S (stereo not given) | -0.7 | -0.21
CCOc1ccc(/C=C/C(=O)C(C(N)=O)=C2SCCS2)cc1 | -0.7 | 1.2
Cc1ccc(CN2CCN(CC(=O)N/N=C/c3ccccc3F)CC2)cc1 | -0.3 | -0.87
CC(=O)c1sc2nc(SCC(=O)NCCc3ccccc3)[nH]c(=O)c2c1C | -1.6 | 0.24
CCC(C)NC(=O)CCCCCn1c(=O)[nH]c2cc(OC)c(OC)cc2c1=O (stereo not given) | -0.9 | -0.85
COc1ccc(C(=O)Nc2cccnc2)cc1S(=O)(=O)N1CCOCC1 | -1.7 | 2
O=C1CC2(CCCCC2)Oc2ccc(OCC(=O)N3CCOCC3)cc21 | -0.5 | 0.58
COc1cc(C(=O)N2CCN(C(=O)c3cccc4ccccc34)CC2)cc(OC)c1OC | -0.1 | -1.4
CC1(C)C(=O)Nc2ccccc2N1C(=O)COc1cccnc1[N+](=O)[O-] | -1.0 | 0.02
COc1cc(C2Nc3cccc4cccc(c34)N2)cc(OC)c1OC(C)=O | -0.6 | 0.94
O=C(Cn1cccc(C(F)(F)F)c1=O)c1ccc(Cl)cc1 | 0.1 | 0.76
Cc1cc(C)c[n+](-c2nc3ccccc3nc2[N-]S(=O)(=O)c2ccc(Br)s2)c1 | -0.4 | 0
COC(=O)c1sc(-c2ccc(Cl)cc2)cc1NC(=O)/C=C/C(=O)O | -1.2 | -2
O=C(Cc1ccc(Br)cc1)NCCCn1ccnc1 | -0.2 | 0.15
Cc1ccc(-n2c(CCc3nc4ccccc4[nH]3)n[nH]c2=S)cc1 | 0.6 | -0.21
Cc1nn(C(C)C(=O)NC2C(=O)N3C(C(=O)O)=C(CSc4nnnn4C)CSC23)cc1Cl (stereo not given) | 0.1 | -0.48
CCOC(=O)N1CCC(NC(=O)C2CCN(S(=O)(=O)N3CCCC3)CC2)CC1 | -0.8 | -1.1
Oc1ccc(C(=S)N2CCCC2)cc1 | -1.4 | 0.16
Nc1c2nc(-c3ccccc3)[nH]c(=O)c2nc(=O)n1-c1ccccc1 | -0.9 | -0.37

5 records picked at random from the list so far, as already listed:
mol | STK33 inh | Kir21 block
CCOc1ccc(/C=C/C(=O)C(C(N)=O)=C2SCCS2)cc1 | -0.7 | 1.2
COc1ccc(C(=O)Nc2cccnc2)cc1S(=O)(=O)N1CCOCC1 | -1.7 | 2
Oc1ccc(C(=S)N2CCCC2)cc1 | -1.4 | 0.16
Nc1c2nc(-c3ccccc3)[nH]c(=O)c2nc(=O)n1-c1ccccc1 | -0.9 | -0.37
CCC(c1nnc(SCC(=O)N2CC(=O)Nc3ccccc32)n1Cc1ccccc1)N(C)C (stereo not given) | 0.0 | -0.05

New compounds follow.
mol | STK33 inh | Kir21 block
COc1cc(/C=C2\C(=N)N3N=C(C)SC3=NC2=O)cc(OC)c1OCCOc1ccccc1C | -1.9 | 2
CC(=O)c1ccc(OCC(O)CN2CCN(S(=O)(=O)c3c(C)cc(C)cc3C)CC2)cc1 (stereo not given) | -0.8 | 0.64
c1ccc2c(-c3nn[nH]n3)cccc2c1 | -0.9 | 0.42
O=C1NC(=O)C(CC(=O)N(Cc2cccs2)C2(C(=O)NC3CCCCC3)CCCCC2)N1 (stereo not given) | -0.2 | -0.73
Cc1cccc(NC(=O)CSCC(=O)N(C)Cc2ccc(Cl)c(Cl)c2)c1 | -0.4 | /
O=C(COC(=O)c1ccccc1O)Nc1cccnc1Cl | -0.8 | 0.16
COC(=O)NNC(=O)COc1ccc2ccccc2c1Br | -0.4 | 0.05
CCS(=O)(=O)Nc1ccc(C2=NN(C(=O)c3ccco3)C(c3cccc(F)c3)C2)cc1 (stereo not given) | -0.4 | -1.5
COc1ccc(C(=O)c2cnc(/N=C/N(C)C)s2)cc1 | -0.9 | 0.27
COc1ccc(NC(=O)c2cccnc2Cl)c(S(=O)(=O)N2CCOCC2)c1 | 0.0 | -0.75
O=S(=O)(NCCc1cn2ccccc2n1)c1ccc(-c2ccccc2)cc1 | 1.2 | -4.2*
O=C(NC(=O)c1c(F)cccc1F)O/N=C1\CCCc2occc21 | -1.4 | -1.4
CSc1ccc(C(=S)N2CCCCCC2)cc1 | -1.2 | 0.38
c1ccc(Cn2nnnc2C(c2ccccn2)N2CCN(c3ccccc3)CC2)cc1 (stereo not given) | -2.0 | -0.25
Cc1ccc2occ(C(=O)c3ccco3)c(=O)c2c1 | -4.0 | -0.43
COc1ccccc1CCN=C(N)NS(=O)(=O)c1ccccc1F | -0.7 | -1.1
CC(=O)NCCC(=O)Nc1cc(S(=O)(=O)N2CCOCC2)ccc1Oc1ccccc1 | -3.6 | 0.14
Cn1c(C(=O)N2CCOCC2)cc2c(=O)n3ccccc3nc21 | -0.2 | 1.8
O=C(/C=C/c1ccco1)NC(=S)Nc1ccccc1O | 2.3 | 0.77
c1ccc2c(c1)[nH]c1c(NCC3CCCO3)ncnc12 (stereo not given) | 1.0 | 0.88
O=C(N/N=C/c1ccc2c(c1)OCO2)c1ccc2c(c1)OCCO2 | 0.6 | 0.29
CC(C)(C)c1nc2ccccc2c(=O)n1N1C(=O)c2ccccc2C1=O | -2.7 | /
Cc1cnc(C(=O)OCC(=O)Nc2ncc(Cl)cc2Cl)cn1 | 0.2 | /
CN(Cc1ccccc1)C(=O)COC(=O)c1cc(=O)c2ccccc2o1 | 1.7 | /
COc1ccc(N/C=C(\C(C)=O)c2ccc(OC)c(OC)c2)cc1OC | 0.5 | 0.86
O=C(Nc1ccc(C(=O)N2CCOCC2)cc1)Nc1cccc2ccccc12 | -1.2 | 0.03
O=C(COC(=O)/C=C/c1ccc(Cl)cc1)Nc1ccc2[nH]c(=O)[nH]c2c1 | -1.0 | -2
CCN(CC(=O)N1CCCCCC1)S(=O)(=O)c1ccc(Cl)cc1 | -0.2 | -1.3
CCC(C)Sc1cc(C)c(C#N)c2nc3ccccc3n12 (stereo not given) | 0.5 | -0.65
O=C(CN1CCc2ccccc2C1)Nc1cccc(S(=O)(=O)N2CCCC2)c1 | 0.3 | 0.53
CC(=O)SC1CC2=CC(=O)CCC2(C)C2CCC3(C)C(CCC34CCC(=O)O4)C12 (stereo not given) | -1.9 | 0.58
Cc1cc(O)c(C(C)C)cc1NC(=O)Nc1cccc2ccccc12 | 0.5 | 0.51
COc1cc(C(=S)N2CCCC2)cc(Cl)c1O | -1.8 | -2.9
CN1CCN(S(=O)(=O)c2ccc(NC(=O)Cc3ccc([N+](=O)[O-])cc3)cc2)CC1 | -0.1 | 0.61
O=C(c1ccc2[nH]c(=O)c(=O)[nH]c2c1)N1CCN(c2ccccc2)CC1 | 2.7 | -1.8
CCCCCCCCN1[C@@H](CC(=O)O)c2cc(C(F)(F)F)ccc2S1(=O)=O | -0.7 | -0.07
CCOC(=O)C(NCc1ccccn1)(NC(=O)c1cccnc1)C(F)(F)F (stereo not given) | 0.0 | /
O=C1/C(=C\c2ccsc2)NC(=S)N1c1ccccc1 | -0.6 | -0.76
